D3 antag – blocks the human D3 dopamine receptor; P35462; D3R cells, DiscoveRx beta-arrestin luminescence, antagonist mode; stronger effect = lower value; max response, negative = inhibition, %; 360,000 compounds, 2.5% hits; AID 652054; in the data active = max response below about -50%; inconclusive = no clear call, values can overlap the other calls; also: % is scaled to controls: 0 for no effect and ±100 for the full control effect; mostly tested at two doses, the higher about 12 µM
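Cells expressing the human receptor were seeded at 1500 cells/well, incubated overnight at 37 degrees C in 5% CO2, then exposed to library compounds with dopamine controls for 90 minutes at 37 degrees C before luminescent detection.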
FUS suppressor – FUS proteinopathy suppression in yeast; S. cerevisiae FUS-expressing, growth rescue, OD600, 24 h; Potency, µM (highest dose often 76.6 µM), inactives show at the highest dose growth rescue (activation), hits mostly activators; 390,000 compounds, 0.24% hits;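 also: potency is read from the fitted curve at half-maximal effect; plate controls were DMSO vehicle for no effect and reference control for full effect; nearly all actives have a fitted effect of over 55% in size; some results filed as inactive show a strong effect at the top dose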
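Quantitative HTS measuring growth restoration of FUS-toxic yeast. Galactose-induced cells (OD 0.005) were exposed 24hr at 30C to compounds at several concentrations, then absorbance at 600 nm was recorded.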
PTHR1 agonist – PTHR1 (human) receptor agonism. AID 743266. HEK293 GP2 PTHR1 cells, GloSensor cAMP luminescence, 1 h. Potency, µM (series often up to 115 µM), for the others: top-dose activation, hits mostly activators. 410,000 compounds, 0.075% hits; also: potency is read from the fitted curve at half-maximal effect; nearly all actives have a fitted effect of over 55% in size; some results filed as inactive show a strong effect at the top dose; inactives centre near -15; many of its hits are not listed in these tables
Target sequence (Q03431 whole entry, looked up): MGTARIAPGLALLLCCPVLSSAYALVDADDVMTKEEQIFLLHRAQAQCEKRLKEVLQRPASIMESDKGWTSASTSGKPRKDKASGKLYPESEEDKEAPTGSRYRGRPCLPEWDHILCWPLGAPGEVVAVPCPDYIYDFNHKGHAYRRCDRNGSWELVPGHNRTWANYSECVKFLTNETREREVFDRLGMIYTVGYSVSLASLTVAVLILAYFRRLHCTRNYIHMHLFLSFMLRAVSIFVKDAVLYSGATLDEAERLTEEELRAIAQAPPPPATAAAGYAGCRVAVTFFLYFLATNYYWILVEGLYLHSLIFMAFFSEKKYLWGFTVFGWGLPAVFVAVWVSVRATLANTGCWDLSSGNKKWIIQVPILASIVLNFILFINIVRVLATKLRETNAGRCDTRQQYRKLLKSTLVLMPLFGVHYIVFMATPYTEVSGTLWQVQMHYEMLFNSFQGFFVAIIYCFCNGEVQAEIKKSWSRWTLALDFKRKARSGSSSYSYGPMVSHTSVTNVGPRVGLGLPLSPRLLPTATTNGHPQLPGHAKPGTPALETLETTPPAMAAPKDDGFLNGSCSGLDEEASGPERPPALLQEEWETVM
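HEK-293-derived GP2 cells expressing PTHR1 and a GloSensor cAMP reporter, 3,000/well, plated overnight, given luciferin plus IBMX (each 0.5 mM as added) for 1 h at 37 °C, then compound for 1 h at 37 °C. Luminescence was read after 15 min at room temperature.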
GLP-1R agonist – agonists of human GLP-1 receptor; P43220; HEK293 GLP-1R CRE-luciferase, luminescence, 4-6 h; cells express a hypersensitive GLP-1R form; Potency, µM (doses to about 45.6 µM), without a hit: at the highest dose activation, hits mostly activators; 380,000 compounds, 0.007% hits; AID 624172; also: potency is read from the fitted curve at half-maximal effect; % of control where 0% means no effect
Target sequence (P43220 whole entry, looked up): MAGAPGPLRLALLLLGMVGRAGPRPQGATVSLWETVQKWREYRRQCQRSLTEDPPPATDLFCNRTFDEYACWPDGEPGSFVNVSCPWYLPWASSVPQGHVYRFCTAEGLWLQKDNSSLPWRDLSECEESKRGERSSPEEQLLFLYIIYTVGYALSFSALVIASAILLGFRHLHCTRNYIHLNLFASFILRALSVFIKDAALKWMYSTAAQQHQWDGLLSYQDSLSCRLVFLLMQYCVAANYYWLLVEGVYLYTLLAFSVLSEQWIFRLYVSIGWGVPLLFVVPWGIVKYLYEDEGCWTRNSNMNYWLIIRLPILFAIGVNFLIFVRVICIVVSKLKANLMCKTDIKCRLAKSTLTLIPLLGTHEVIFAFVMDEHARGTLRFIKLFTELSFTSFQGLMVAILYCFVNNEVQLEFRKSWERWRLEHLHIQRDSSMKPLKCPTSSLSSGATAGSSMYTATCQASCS
GLP-1R inv ag – GLP-1 receptor (human) inverse agonism. P43220. HEK293 GLP-1R CRE-luciferase, luminescence, 24 h; GLP-1R form is constitutively active. Potency, µM (top dose mostly 38.3 µM), inactives show at the top dose activity change, negative = inhibition, hits mostly inhibitors. 410,000 compounds, 1.6% hits; also: potency is read from the fitted curve at half-maximal effect; % is scaled to controls: 0 for no effect and ±100 for the full control effect; nearly all actives have a fitted effect of over 55% in size
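qHTS in 1536-well format: reporter HEK293 cells expressing constitutive GLP-1R activity in DMEM + 10% Nu serum, 24 hr with compounds at 37 deg C, luminescence read after 12 min with detection reagent.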
TDP43 rescue – TDP-43 toxicity inhibition in yeast. TDP-43 expressing yeast growth rescue, BacTiter-Glo, 24 h. Potency, µM (titrated, usually from 46.1 µM), without a hit: at the top dose growth rescue (activation), most hits filed as activators. 410,000 compounds, 1.8% hits. AID 652104; also: potency is read from the fitted curve at half-maximal effect; % of control where 0% means no effect; nearly all actives have a fitted effect of over 50% in size
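Readout is BacTiter-Glo luminescence of cell growth, so inhibitors register as activators. TDP-43-expressing yeast at OD600=0.02 in galactose medium, after raffinose pregrowth to mid-log, were incubated with compound for 24 hr at 30 deg C.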
aSyn rescue – rescues yeast growth from alpha-synuclein toxicity. Yeast expressing alpha-synuclein, growth rescue, BacTiter-Glo, 24 h. Potency, µM (series often up to 46.1 µM), inactives show top-dose growth rescue (activation), most hits filed as activators. 370,000 compounds, 0.14% hits. AID 652106; also: potency is read from the fitted curve at half-maximal effect; % of control where 0% means no effect; nearly all actives have a fitted effect of over 65% in size
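Readout is rescue of growth in alpha-synuclein-expressing yeast, so inhibitors of toxicity appear as activators. Growth after 24 hr at 30 deg C in galactose medium is quantified by luminescence.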
Abeta yeast res – restores growth of yeast expressing A-beta42 peptide; yeast expressing A-beta42, growth rescue, OD600, 48 h; response scale: 0% DMSO, 100% iron-clioquinol control; AID 1347071; Potency, µM (titrated, usually from 46.1 µM), inactives show at the top dose growth rescue, actives largely listed as activators; 410,000 compounds, 0.063% hits; also: potency is read from the fitted curve at half-maximal effect; nearly all actives have a fitted effect of over 55% in size
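Yeast growth medium received pinned compounds, then yeast cells expressing toxic A-beta were added; plates incubated at 30 C for 48 hr. Growth read as absorbance at 600 nm, normalized to DMSO and equimolar FeCl3 plus clioquinol controls.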
pAkt inh – inhibitors of Akt phosphorylation. Neuro2A IGF-stimulated pAkt S473 HTRF, 20 min; stronger effect = lower value. activity change, % for hits at 50 µM. 360,000 compounds, 0.32% hits. AID 651550; in the data active = activity change below about -80%; inconclusive = mostly about -51% to -80%; also: % is scaled to controls: 0 for no effect and ±100 for the full control effect
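Neuro2A cells (4,500/well, DMEM with 0.5% FBS) were treated with compound at a single 50 µM final concentration, stimulated with 6 nM IGF for 20 min at 37 °C, and lysed. Phospho-Akt Ser473 was read by HTRF as 665/615 ratio ×10^4.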
An asterisk follows results filed as active; i = inactive; u = inconclusive; x = no result given; & = joins results of further samples; ! = a repeat was not active; [ ] = dose if it differs, or a comment. Unless noted, calls follow the shape of the dose curve; as a rule, active = well fitted curve in the direction sought with a large enough effect; inconclusive = small, poorly fitted or top-dose-only effect, or another doubt; inactive = no such curve, though single readings can be large; an effect the other way counts as inactive or inconclusive. Some of the compounds tested; the hit share may differ from the screen's.

SMILES	D3 antag	FUS suppressor	PTHR1 agonist	GLP-1R agonist	GLP-1R inv ag	TDP43 rescue	aSyn rescue	Abeta yeast res	pAkt inh
CCN(CCO)c1nc(NCc2ccccc2)c2cnn(C)c2n1	1.0	22.0%	i	-1.7%	-28.3%	16.7%	3.9%	11.9%	i
CC(C)(C)[C@H]1COC(=O)CC/C=C\C[C@@H](CC(=O)N(CCO)Cc2ccccc2)C(=O)N1	6.1	-0.6%	-24.0%	-3.2%	6.7%	14.7%	-2.3%	1.2%	i
CN(C)CCNC(=O)c1cccc2ccc(-c3ccc(-c4ccccc4)cc3)nc12	-22.8	x	i	2.0%	u	3.6%	-3.4%	0.0%	i
O=C1CC(=O)NC(SCC(=O)Nc2ccccc2[N+](=O)[O-])=N1	0.2	43.7%	21.3%	2.0%	8.3%	17.9%	6.8%	-3.4%	i
CCCN(CC(=O)Nc1ccc(F)c(F)c1F)C(=O)CCc1nc2ccccc2c(=O)[nH]1	9.6	10.8%	-23.0%	0.3%	0.2%	-9.6%	7.5%	-5.7%	i
COC(=O)c1ccc(C(=O)Nc2ccc(C(C)C)cc2N)cc1	5.2	11.6%	-82.0%[inhibitor]	4.7%	-12.9%	u	0.1%	-16.2%	i
CC(C)N(CCCNC(=O)C1CCN(S(=O)(=O)N2CCOCC2)CC1)Cc1ccccc1	0.0	6.1%	-19.9%[57.5 µM]	18.6%	7.5%	0.9%	-0.2%	-5.9%	i
COc1ccccc1NC(=O)c1c(NC(=O)c2cccs2)sc2c1CCC(C(C)(C)C)C2 (stereo unspecified)	x	5.7%	i	x	2.2%	8.1%	x	-15.0%	x
COc1cc(NC(=O)c2cc(C3CC3)nc3c2c(C)nn3-c2ccccc2)cc(OC)c1	x	u	i	x	10µM*	0.0%[9.22 µM]	x	-0.8%	x
CCOc1ccc(NC(=O)C2CSC(c3ccncc3)=N2)cc1 (stereo unspecified)	0.0	-5.6%	i	1.6%	0.8%	3.1%	0.9%	-3.6%	i
O=S(=O)(c1ccc2[nH]c3c(c2c1)CCCCC3)N1CCN(c2ccccc2)CC1	x	47.2%	-12.9%	x	u	16.6%	x	7.6%	x
COc1ccccc1N1CCN(C(=O)CCSCc2ccccc2F)CC1	13.4	-1.9%&34.3%	-13.2%&-13.1%	-2.8%	u	20µM*!	-0.4%	17.8%&8.9%	i
C=CCn1c(SCC(=O)Nc2sccc2C(N)=O)nc2sc(C)c(C)c2c1=O	9.9	45.5%	-3.9%[57.5 µM]	11.1%	0.0%	0.0%	12.4%	-11.4%	x
FC(F)(F)Oc1ccccc1C(c1nnnn1C1CCCC1)N1CCN(C/C=C/c2ccccc2)CC1 (stereo unspecified)	-96.6*	9.8%	-17.9%	15.5%	-4.2%	11.0%	-4.0%	0.3%	i
Cc1cc(C)c2cc(C#N)c(SCC(=O)Nc3cc(C)on3)nc2c1	2.4	-22.3%	-32.3%	1.1%	-9.4%	-13.6%	-1.3%	-14.2%	i
CC(=O)NCCn1c(SCc2ccccc2F)nc2ccccc2c1=O	22.1	28.2%	-7.3%[57.5 µM]	7.3%	2.1%	7.4%	0.7%	14.6%	i
O=C(CSc1nnc2c(n1)[nH]c1ccc(F)cc12)OCc1ccccc1	24.9	-1.0%	-25.4%	-3.2%	15.4%	15.5%	-1.2%	12.1%	i
O=C(CSc1nc(-c2cccc(F)c2)[nH]c1-c1ccccc1)Nc1ccc2c(c1)OCCO2	x	u	-94.3%[inhibitor]	x	u	u	x	-12.0%	x
CCc1nc2c(OCc3ccc(F)cc3)cccn2c1N(C)C(=O)C(C)C	5.6	-6.4%	-2.4%	5.3%	9.1%	14.3%	14.5%	20.5%	i
O=C(Cc1nnc(NC(=O)Nc2ccccc2F)s1)NCc1ccccc1	4.0	-4.9%	-9.9%	3.5%	-19.2%	6.2%	-0.1%	-0.2%	i
COc1ccc(NC(=O)CCS(=O)(=O)c2nc(-c3ccc4c(c3)OCO4)cc(C(F)(F)F)n2)cc1OC	x	-12.6%	-19.0%	x	u	24.8%	x	15.6%	x
Cc1nc2oc3c(NCC4CCCO4)ncnc3c2c2c1COC(C)(C)C2 (stereo unspecified)	0.0	-9.2%	-27.0%	-3.7%	0.6%	-1.8%	x	-1.0%	x
O=C(OCC(=O)N1CCCc2ccccc21)c1cncc(Br)c1	16.3	-4.2%	-28.1%	-3.4%	-3.9%	u	10.0%	-5.2%	i
Cc1ccc(C(=O)Nc2nnc(SCC(=O)N3CCCc4ccccc43)s2)cc1	-16.1	x	-39.9%[inhibitor]	-4.2%	u	6.3%	22.6%	-14.8%	i
Cc1ccc(C(=O)OCC(=O)NCc2ccc3c(c2)OCO3)s1	6.0	7.2%	i	3.4%	9.7%	25.4%	-0.3%	-3.2%	i
O=C(O)c1cccc(N2C(=O)c3ccc(Oc4ccc(Cl)cc4)cc3C2=O)c1	-3.4	18.5%	-13.0%	-0.2%	5.9%	1.1%	13.8%	-19.9%	i
CCC(=O)c1cn(CC(=O)Nc2ccccc2)c2ccccc12	0.0	16.5%	-20.6%	-0.5%	-24.0%	-2.3%	-6.1%	-9.7%	i
COc1cc(CN(C(=O)COc2ccc(Cl)cc2)c2ccccn2)cc(OC)c1OC	x	40.3%	-19.1%	x	-3.6%	18.2%	x	-16.4%	x
C[C@H]1CN([C@@H](C)CO)C(=O)c2cc(-c3ccccc3F)cnc2O[C@H]1CN(C)C(=O)C1CCOCC1	5.1	-17.0%	17.5%	12.1%	-13.6%	-5.7%	u	-0.2%	i
CCOC(=O)c1ccc(N2C(=O)c3[nH]nc(-c4ccccc4)c3C2c2ccc(CC)cc2)cc1 (stereo unspecified)	x	u	-18.2%	-5.5%	11.2µM*	15.8%	x	-6.3%	x

A second format for some results above.
Value order: D3 antag | FUS suppressor | PTHR1 agonist | GLP-1R agonist | GLP-1R inv ag | TDP43 rescue | aSyn rescue | Abeta yeast res | pAkt inh
C[C@H]1CN([C@@H](C)CO)C(=O)c2cc(-c3ccccc3F)cnc2O[C@H]1CN(C)C(=O)C1CCOCC1
 : 5.1 | -17.0% | 17.5% | 12.1% | -13.6% | -5.7% | u | -0.2% | i
CCOC(=O)c1ccc(N2C(=O)c3[nH]nc(-c4ccccc4)c3C2c2ccc(CC)cc2)cc1 (stereo unspecified)
 : x | u | -18.2% | -5.5% | 11.2µM* | 15.8% | x | -6.3% | x

More structures follow.
SMILES	D3 antag	FUS suppressor	PTHR1 agonist	GLP-1R agonist	GLP-1R inv ag	TDP43 rescue	aSyn rescue	Abeta yeast res	pAkt inh
COc1ccc(NC(=O)N2CCCCCC2)c(OC)c1	7.6	-2.8%	2.2%	2.3%	7.2%	28.5%	-0.9%	-5.1%	i
CC1(C(=O)NS(=O)(=O)c2ccc(Cl)cc2)CCN1C(=O)Cc1ccc(-c2ccccc2)cc1 (stereo unspecified)	0.0	27.3%	-16.8%	-6.5%	-26.1%	16.0%	-32.4%[inhibitor]	-9.8%	i
CC(=O)NCCc1ccc(S(=O)(=O)NC2OC(=O)c3ccccc32)cc1 (stereo unspecified)	6.0	8.3%	-6.0%[57.5 µM]	2.1%	0.0%	-6.7%	0.6%	14.5%	i
CC(=O)OC(C(=O)n1nc(C)cc1C)c1ccccc1 (stereo unspecified)	2.2	-1.2%	i	-12.3%	7.8%	-2.9%	-0.3%	22.2%	i
CCOc1ccc(-c2csc3ncnc(Nc4cccc(O)c4)c23)cc1	x	-2.9%	-23.7%	x	9.9%	-1.9%	x	-15.3%	x
CCC1S/C(=C(\C#N)C(=O)NCc2ccco2)N(c2ccc(F)cc2)C1=O (stereo unspecified)	1.1	0.3%	-10.6%	-22.5%	0.7%	0.3%	-1.7%	3.8%	i
CCN(CC)CCCNC(=O)c1ccc(S(=O)(=O)Nc2ccc(C)c(C)c2)cc1	-6.6	15.0%	i	8.1%	7.94µM*	11.2%	-1.9%	14.0%	i
CN(c1cccc(NC(=O)CN(c2ccc(Cl)c(Cl)c2)S(=O)(=O)c2ccccc2)c1)S(C)(=O)=O	-13.0	x	-11.5%	-5.6%	u	-3.0%	2.7%	20.6%	i
N#Cc1ccc(C23CC4(C2)[C@H](CN(Cc2ccc(-c5ccccc5)cc2)[C@@H]4c2ccccc2)C3c2ccc(C(F)(F)F)cc2)cc1 (stereo partly specified)	18.4	12.1%	i	-4.2%	-17.1%	15.1%	12.6%	14.6%	i
COc1ccc(-c2sccc2C(C)C(=O)O)cc1 (stereo unspecified)	-8.0	13.8%	-24.5%	2.7%	0.1%	u	-9.3%	0.4%	i
CCCS(=O)(=O)N1CCN(CC2CC3C=CC2C3)CC1 (stereo unspecified)	-21.3	12.9%	i	4.9%	4.3%	-14.9%	-8.5%	14.7%	i
CCOc1ccc(NC(=O)N2CCC(n3c(=O)[nH]c4ccccc43)CC2)cc1	10.4	-3.9%	i	-1.4%	-10.0%	11.8%	0.7%	4.2%	i
c1ccc(CSc2n[nH]c(-c3ccco3)n2)cc1	-28.0	20.9%	-16.1%	-1.8%	-3.8%	u	-11.0%	3.9%	i
O=C(O)CNC(=S)N(Cc1ccccc1)Cc1cccs1	5.3	-4.5%	i	-2.1%	25.6%	-12.9%[1.82 µM]	1.0%	7.1%	i

Assay outcomes: PubChem BioAssay, National Center for Advancing Translational Sciences (NCATS)
